High-throughput results (PubChem)
PRMT1 inh – inhibitors of human PRMT1; Q99873; 370,000 compounds, 1.3% hits; inhibition, % at 2.79 µM; recombinant PRMT1, activity-based probe fluorescence polarization;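 active = inhibition above about 21% made by adding two undisclosed values, limit read from the data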
Target sequence (Q99873 whole entry, looked up): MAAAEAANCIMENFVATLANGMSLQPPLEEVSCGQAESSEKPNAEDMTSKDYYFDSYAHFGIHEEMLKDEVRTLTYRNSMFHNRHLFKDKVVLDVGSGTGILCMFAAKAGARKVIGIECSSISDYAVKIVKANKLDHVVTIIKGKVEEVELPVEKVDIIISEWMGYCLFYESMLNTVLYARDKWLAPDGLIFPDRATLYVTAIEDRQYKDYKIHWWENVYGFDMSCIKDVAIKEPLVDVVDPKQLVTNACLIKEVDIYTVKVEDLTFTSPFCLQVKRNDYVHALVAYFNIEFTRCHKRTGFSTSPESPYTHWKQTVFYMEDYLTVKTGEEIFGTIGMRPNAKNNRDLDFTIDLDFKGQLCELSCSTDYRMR
TDP2 absorb – blocks human TDP2 phosphodiesterase activity; O95551; recombinant TDP2, T5PNP hydrolysis, p-nitrophenol absorbance 415 nm; inhibition, % at 12.8 µM; 370,000 compounds, 0.34% hits; AID 720702;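 active = inhibition above the mean of all tested compounds plus 3 SD, set per campaign, cut at about 25% in these data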;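 also: 0% = DMSO with enzyme and 100% = buffer with substrate but no TDP2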
Target sequence (O95551 whole entry, looked up): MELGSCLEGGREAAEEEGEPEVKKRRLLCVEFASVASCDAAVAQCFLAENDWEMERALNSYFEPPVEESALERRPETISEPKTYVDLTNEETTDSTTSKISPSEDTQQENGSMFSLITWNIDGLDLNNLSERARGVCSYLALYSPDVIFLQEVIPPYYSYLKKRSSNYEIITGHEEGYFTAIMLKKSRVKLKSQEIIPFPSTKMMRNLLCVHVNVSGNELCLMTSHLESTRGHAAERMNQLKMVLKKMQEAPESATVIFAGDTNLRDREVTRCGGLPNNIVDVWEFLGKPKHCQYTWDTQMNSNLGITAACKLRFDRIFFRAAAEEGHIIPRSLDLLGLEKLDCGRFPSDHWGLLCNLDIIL
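Read-out basis: percent inhibition. System: recombinant human TDP2. Buffer or medium: Mg2+-containing Tris-HCl buffer, pH 7.5. Repeats: single replicate. Timing: reaction 2 h, 37 °C. Benchmarks: high control without enzyme, low control DMSO plus TDP2. Probe or stimulus: 5 mM T5PNP. Doses: 12.8 µM only. Measured by: epi absorbance of p-nitrophenol freed from T5PNP by hydrolysis.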
SIAE inh – inhibitors of human sialic acid acetylesterase SIAE; Q9HAT2; SIAE FP-Rh probe binding, fluorescence polarization; inhibition, % at 9.66 µM; 370,000 compounds, 0.69% hits; AID 1053197;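 active = inhibition above a cutoff: mean of compounds within the control limits plus 3 SD of those, cut at about 17% in these data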;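 also: 0% = plate median of compound wells and 100% = probe without SIAE protein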
TCR CD3 inh – human TCR-CD3 binding inhibition; AID 651800; TAMRA-labeled TCR probe fluorescence, biochemical; 360,000 compounds, 0.37% hits; inhibition, % at 9.4 µM; in the data active = inhibition above about 19%;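 also: recombinant mutant TCR 2C K166C tagged with TAMRA read by polarization; 0% = receptor in buffer alone and 100% = receptor with positive control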
LEDGF integ inh – blocks HIV-1 LEDGF/p75-dependent DNA integration. TR-FRET IN-LEDGF/p75 DNA integration, Eu/Cy5. inhibition, % at 3.7 µM. 370,000 compounds, 0.64% hits. AID 743269;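 active = inhibition above the screen-wide mean plus 3 SD, cut at about 13% in these data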;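 also: signal is the Cy5 over europium emission ratio at 671 and 618 nm; 0% = plate median of compound wells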
Tn6 DDE FP – disrupts Tn6 cyclic peptide binding to fibrin D-Dimer-E complex; P02675; Fibrin DD(E) TRITC-Tn6 fluorescence polarization displacement; inhibition, % at 8.3 µM; 370,000 compounds, 0.21% hits; AID 720509;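 active = inhibition above a per-campaign cutoff: mean of compounds within control limits plus 3 SD, cut at about 15% in these data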;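 also: 0% = median of all compound wells on the plate and 100% = blocking peptide control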
UHRF1 MBD2 ctr – human UHRF1 methylated DNA binding inhibitors; Q96T88; UHRF1 binding to methylated oligo, TR-FRET; inhibition, % at 4.4 µM; 370,000 compounds, 0.75% hits; AID 687016; in the data active = inhibition above about 21%;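 also: UHRF1 SRA domain binding a hemimethylated CpG hairpin DNA probe; 0% = median of test compound wells and 100% = reference inhibitor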
DDE Tn7 FP inh – inhibitors of Tn7 peptide binding to human fibrin DD(E). P02675. FP displacement of FITC-Tn7 peptide from fibrin DD(E); 0% = median of compound wells per plate. inhibition, % at 8.3 µM. 370,000 compounds, 0.13% hits;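 active = inhibition above the mean of compounds falling within the control limits plus 3 SD of them, cut at about 14% in these data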;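 also: 0% = plate median of compound wells and 100% = 10 µM Aha-Tn7 peptide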
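assay system = human clot-derived fibrin DD(E) complex | quantity = Fibrin-DD(E) at 2 µM final | timing = 10 min preincubation, 3 h with tracer, room temperature | signal = fluorescence polarization | measure = percent inhibition | benchmarks = high control wells with 10 µM unlabelled Aha-Tn7 peptide (full inhibition) | replicates = singlicate testing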
MBD2 DNA inh – inhibitors of human MBD2 binding to methylated oligonucleotide; TR-FRET; inhibition, % at 4.4 µM; Q9UBB5; 370,000 compounds, 0.31% hits; in the data active = inhibition above about 13%
KLK7 zymogen act – proKLK7 (human) activation, primary screen; P49862; purified proKLK7, EDANS-DABCYL substrate fluorescence; 100% is mature enzyme control, 0% vehicle; activation, % at 7 µM; 370,000 compounds, 0.9% hits; AID 652039;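 active = activation above the mean of all tested compounds plus 3 SD, computed per campaign excluding outliers beyond control limits, cut at about 13% in these data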
Target sequence (P49862 whole entry, looked up): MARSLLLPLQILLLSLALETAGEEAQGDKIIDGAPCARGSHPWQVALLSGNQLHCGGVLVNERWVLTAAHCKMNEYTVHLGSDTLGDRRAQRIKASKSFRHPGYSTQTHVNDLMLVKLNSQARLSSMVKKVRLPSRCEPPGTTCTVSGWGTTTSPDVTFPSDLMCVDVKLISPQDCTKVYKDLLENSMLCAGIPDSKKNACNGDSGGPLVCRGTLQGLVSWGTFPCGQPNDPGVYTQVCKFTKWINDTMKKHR
* marks the source's active call; other numbers are inactive results; / = not tested or not shown.

SMILES	PRMT1 inh	TDP2 absorb	SIAE inh	TCR CD3 inh	LEDGF integ inh	Tn6 DDE FP	UHRF1 MBD2 ctr	DDE Tn7 FP inh	MBD2 DNA inh	KLK7 zymogen act
O=C(c1ccc(Cn2c(=S)[nH]c3cc4c(cc3c2=O)OCO4)cc1)N1CCN(c2ccccc2)CC1	8	-7	-3	-5	1	-2	2	8	-4	0.2
Cc1cn(C2CCC(CO)O2)c(=O)[nH]c1=O (stereo unspecified)	6	0	-3	-8	1	-6	0	2	-4	0.1
O=c1[nH]c(=O)n(Cc2ccco2)c2c1C(C(F)(F)F)(C(F)(F)F)N=C(Cc1ccccc1)N2	-3	7	-6	4	2	3	-5	4	-1	-1.1
COc1ccc(NC(=O)COC(=O)c2cc(S(=O)(=O)N3CCCC3)ccc2O)cc1	1	-10	-1	1	-1	9	-1	1	0	0.1
CC1=C(C(=O)OCCOc2ccccc2)C(c2ccsc2)NC(=O)N1C (stereo unspecified)	1	-7	-1	6	-5	-8	0	1	1	0.3
CCOc1ccc(S(=O)(=O)N2CCN(C)CC2)c(C)c1C	-1	1	-4	-3	1	2	-3	-4	-1	0.0
COc1cc(/C=C(/NC(=O)c2ccccc2Cl)C(=O)O)cc(OC)c1OC	1	-11	0	4	-4	-1	0	1	-3	-0.5
C=CCN1C(=O)[C@@H](CC(=O)NCC2CCCCC2)[C@]2(C(=O)OC)CCCCC=C12	-1	-11	21*	/	1	2	-2	-2	0	0.2
Cc1ccc(C(=O)Nc2ccccc2Oc2ccccc2)o1	4	6	5	3	-1	-2	-1	2	0	-0.4
Cc1ccc(CN(C)C(=O)c2cc(COc3cccc(C(F)(F)F)c3)on2)o1	37*	5	-6	8	-3	-1	0	4	4	0.4
Cn1c(=O)n(C)c2cc(/C=N/NC(=O)c3cc4cc(Br)ccc4o3)ccc21	0	2	-1	2	2	7	0	-7	-1	-188
COC(=O)c1nc2ccc(N3CCOCC3)cc2c(C)c1C(=O)OC	1	-11	2	2	0	9	-5	-4	-7	22*
Clc1ccc(CN2C3=NCCCN3c3ccccc32)cc1	2	0	-1	-10	-5	-13	0	-5	3	-0.2
O=C(COC(=O)c1ccccc1Nc1cccc(C(F)(F)F)c1)NCc1ccco1	2	0	1	1	2	-4	4	-6	3	-2.5
COc1ccc(Cl)cc1NC(=O)Cn1c(=O)n2nc(C)nc2c2ccccc21	-1	4	3	1	-2	0	70*	-1	3	-0.6
CCc1nnc(NC(=O)NC(C)(C)C)s1	-2	-2	-2	7	-2	15	0	7	2	0.8
O=c1c2ccccc2ncn1C1CCCCC1	-1	-4	-3	-1	0	2	0	-10	-3	0.1
O=C(NCCc1nc2ccccc2n1CCOc1ccc2cccnc2c1)C1CCCCC1	0	4	-5	/	-1	-7	1	6	0	/
O=C(Nc1ccccc1C(=O)Nc1nnc(C(F)(F)F)s1)c1ccccc1Cl	-5	-10	-50	3	2	10	-1	-9	4	-0.5
OC(CCCN1CCCCC1)(c1ccccc1)c1ccccc1	3	-11	-1	-3	-2	-6	-1	-3	0	-0.1
C=CCn1c2ccccc2c2nnc(SCN3C(=O)c4ccccc4C3=O)nc21	7	8	-1	-1	-2	-3	-3	-1	5	0.6
CCOc1ccc2ccccc2c1/C=N/NC(=O)CNC(=O)Cc1ccccc1	0	-15	-5	0	-1	-7	23*	-7	2	0.8
Cc1[nH]nc(C(=O)NN=Cc2ccccc2Cl)c1N=NN(C)C	0	2	-7	1	-2	3	-1	-3	-1	-1.1
Cc1nc(-c2cc(-c3nc(-c4ccc(C(C)(C)C)cc4)no3)no2)cs1	-4	-1	1	-10	4	-5	6	-8	4	1.0
O=C(CSCc1c[nH]c(=O)[nH]c1=O)OCC(=O)c1ccc(Br)cc1	1	-8	0	-5	3	1	2	-1	-1	0.5
The listing continues:
SMILES	PRMT1 inh	TDP2 absorb	SIAE inh	TCR CD3 inh	LEDGF integ inh	Tn6 DDE FP	UHRF1 MBD2 ctr	DDE Tn7 FP inh	MBD2 DNA inh	KLK7 zymogen act
Cc1cc(C)nc(N2CCN(S(=O)(=O)c3ccc(F)cc3)CC2)n1	1	12	-5	1	0	8	-1	3	-3	0.6
CC(C)Cc1ccc(C(C)C(=O)OCC(=O)c2c[nH]c3ccccc23)cc1 (stereo unspecified)	-1	-1	-16	-1	0	-4	-2	3	1	0.2
COc1ccccc1C(=O)N(NC(=O)Oc1ccccc1)C(C)(C)C	-2	-6	14	-2	6	0	-2	-6	-2	0.3
COc1ccc(-c2cn(Cc3cccc(OC)c3)nn2)cc1	1	4	-3	0	-2	2	6	5	1	-0.5
CCOC(=O)C1CCN(Cc2cccc(Oc3ccccc3)c2)CC1	0	6	-2	3	0	-1	3	9	4	0.2
CCC(C(=O)Nc1ccc2c(c1)OCCO2)n1nnc2ccccc2c1=O (stereo unspecified)	-4	-22	5	-1	5	4	-2	-4	-7	-0.1
CCOC(=O)C(C)Sc1cc(CS(=O)(=O)c2ccccc2)nc(-c2ccccc2)n1 (stereo unspecified)	-6	-6	-1	-6	4	-8	-2	0	2	0.5
c1ccc(Cn2nnc3c(NCCN4CCOCC4)ncnc32)cc1	-5	-14	-2	3	1	6	-1	4	-6	-0.2
C=CCN1C(=O)CSC1=Nc1cccc(O)c1	4	7	2	3	0	-4	-1	2	5	-0.1
Cc1ccc(CC(=O)Nc2cccc(C)n2)cc1	4	7	1	-7	4	7	20	7	15*	0.0
CSc1ccc(C2c3[nH]c4ccccc4c3CCN2C(=O)c2ccnn2C)cc1 (stereo unspecified)	6	1	0	-6	1	7	-1	2	6	0.6
CCOc1ccc(S(=O)(=O)Nc2cc(OC)c(OC)cc2C(=O)O)cc1	0	1	-1	-2	1	-3	-1	1	-7	0.3
Cc1nc(SCC(=O)NCC2CCCO2)c2c(C)c(C)sc2n1 (stereo unspecified)	1	-3	-4	-5	-3	-1	0	2	5	-0.6
COc1ccc(C)cc1NC(=O)COC(=O)c1c(C)noc1C	5	-11	-2	7	4	-2	-1	-7	1	0.1
O=S(=O)(NN=C1CCCCC1)c1ccccc1	11	-7	-1	-11	-1	-5	4	-1	0	-0.4
COc1ccc(C)cc1NC(=O)CCNS(=O)(=O)c1ccc2c(c1)CC(C)N2C(C)=O (stereo unspecified)	4	2	3	-1	-1	5	1	-1	2	0.8
COC(=O)Nc1ccc(S(=O)(=O)NCCCCCC(=O)O)cc1	-4	-4	4	1	3	3	1	10	-5	0.2
COc1ccccc1/C=C/C(=O)Nc1nc(N)n(-c2ccccc2)n1	-1	24	-2	13	0	-2	-3	8	1	-0.5
CC(C)c1ccc(NC(=O)CNCC(c2ccccc2)N(C)C)cc1 (stereo unspecified)	3	5	8	-5	0	-3	4	-4	1	-0.2
Cc1cccc(Nc2c(-c3ccc(N4CCOCC4)cc3)nc3ncccn23)c1	-2	-2	-4	-3	8	-2	0	-2	-2	0.6
CCNc1nc(NCC)n2c(SCC(=O)NC34CC5CC(CC(C5)C3)C4)nnc2n1	-3	-6	15	2	-1	5	-1	-2	2	-0.2
O=C(CN1CCN(C(=O)c2ccco2)CC1)Nc1ccc2c(c1)OCCO2	-4	6	5	4	0	-2	0	-4	4	0.0
CCCc1cc(=O)[nH]c(SCC(=O)c2cc(C)n(CCC)c2C)n1	3	2	2	7	0	0	-1	-7	-1	1.2
Cn1nc(N)c2ncc(C(Cl)(Cl)Cl)nc21	0	34*	1	-4	11	-3	10	-5	7	-0.4
CC(C)NCC(O)COc1ccc2c(c1)CCC2 (stereo unspecified)	0	3	10	6	-1	0	-3	3	0	0.8
The list continues:
SMILES	PRMT1 inh	TDP2 absorb	SIAE inh	TCR CD3 inh	LEDGF integ inh	Tn6 DDE FP	UHRF1 MBD2 ctr	DDE Tn7 FP inh	MBD2 DNA inh	KLK7 zymogen act
Cn1c(-c2ccco2)n[nH]c1=S	-3	8	6	3	-4	-1	-2	-8	-2	-0.9
Nn1c(COc2ccccc2F)nnc1SCC(=O)NC1CC1	5	-11	-3	-1	-3	-2	2	2	-1	-0.3
Cc1ccc(C(=O)NCCCN2CCN(CCCNC(=O)c3ccc(C)cc3)CC2)cc1	1	-4	-2	-1	-6	3	3	-1	0	0.4
CC(NC(=O)COC(=O)CCN1C(=O)C2CC=CCC2C1=O)c1ccc(Br)cc1 (stereo unspecified)	1	-6	2	3	-2	9	7	-4	-3	-0.6
Cc1ccc(C(=O)COC(=O)C2CC(=O)N(c3nc(-c4ccccc4)cs3)C2)cc1 (stereo unspecified)	4	-5	-3	-3	1	0	3	-4	-2	-0.3
Cc1ccc(C(=O)N[C@@H](Cc2ccccc2)C(=O)N2CCC3(CC2)NCCc2[nH]cnc23)cc1C	-2	5	3	6	3	-5	-3	2	1	0.6
COc1ccc2[nH]c(=O)c(CN(C(C)=O)C3CCCCC3)cc2c1	-4	4	2	3	-1	2	-4	7	-11	0.5
COc1ccccc1NC(=O)c1ccc2c(O)c(S(=O)(=O)c3ccccc3)c(=O)[nH]c2c1	2	20	-1	2	-1	-3	2	6	-1	-0.7
CCC1(O)CCCC2C3CCC4CC(=O)CCC4(C)C3C(=O)CC21C (stereo unspecified)	2	5	-4	5	-3	0	-1	9	-2	-0.2
COc1ccc(C(C)(NC(C)=O)c2nc(-c3ccc(F)c(Cl)c3)cs2)cc1 (stereo unspecified)	2	2	-7	2	-4	-6	2	0	5	0.7
Cc1ccc(-c2noc(CNCCCN(C)C)n2)cc1	1	-7	-6	-7	0	-18	8	-2	8	0.1
CN(C(=O)c1ccc(S(=O)(=O)N2CCCC2)cc1)C1CCCCC1	0	12	-4	-2	0	0	1	2	3	-0.5
CCOc1ccc(-n2nnnc2SCC(=O)NNC(=O)c2ccco2)cc1	1	10	6	10	-2	2	-1	-5	-4	-0.3
Cc1ccc(C2(C)NC(=O)N(CC(=O)NCc3cccc(Cl)c3)C2=O)cc1 (stereo unspecified)	1	-13	2	0	0	-3	0	-1	3	0.6
Cn1cnc(C(=O)NCc2ccc(CNC(=O)OC(C)(C)C)cc2)c1C(=O)NCc1ccc(CNC(=O)OC(C)(C)C)cc1	1	-11	-39	-3	4	-2	0	-3	-1	-0.9
CCn1cc(C(=O)N2CCCC(CO)(Cc3ccccc3C)C2)cn1 (stereo unspecified)	0	-1	0	9	0	-10	2	-7	0	0.0
CC(C)Cn1c(-c2ccco2)n[nH]c1=S	-2	2	-3	1	-2	2	0	0	-3	0.2
